# Source: PubChem
# NR2E3 ag-1: human photoreceptor-specific nuclear receptor agonism. actives 0.35% (n = 360,000). inhibition of corepressor binding, % at 3.98 µM. CHO-S Gal4-NCOR/VP16-NR2E3 two-hybrid, luciferase. Q9Y5X4. AID 602229;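 active means inhibition above the mean of all tested compounds plus 3 SD, cut at about 70% in these data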;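 further: 0% = DMSO with NR2E3 transfected cells and 100% = cells lacking NR2E3 construct; higher means lower luciferase signal from less NR2E3 corepressor binding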
# Target sequence (Q9Y5X4 whole entry, looked up, the tested form may be a part): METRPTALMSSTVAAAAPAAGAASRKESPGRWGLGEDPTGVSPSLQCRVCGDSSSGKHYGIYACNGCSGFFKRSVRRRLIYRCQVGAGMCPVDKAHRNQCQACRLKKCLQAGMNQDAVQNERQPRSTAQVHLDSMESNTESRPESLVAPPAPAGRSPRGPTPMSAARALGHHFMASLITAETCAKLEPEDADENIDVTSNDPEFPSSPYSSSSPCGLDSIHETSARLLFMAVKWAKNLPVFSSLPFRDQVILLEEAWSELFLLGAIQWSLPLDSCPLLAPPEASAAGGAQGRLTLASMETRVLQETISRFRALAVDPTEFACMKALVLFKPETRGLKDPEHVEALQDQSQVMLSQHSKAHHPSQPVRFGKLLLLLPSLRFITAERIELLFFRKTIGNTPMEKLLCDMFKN
# TROY NFkB inh: blocks TROY-dependent signaling in reporter cells; Q293 LMP1-TROYcd NF-kB luciferase reporter, 4 h; inhibition, % at 10 µM; actives 0.98% (n = 360,000);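 active means compounds whose plate-normalised and pattern-corrected inhibition of the luciferase reporter signal at the single screening dose is 50% or more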
# NR2E3 ag-2: agonists of human nuclear receptor NR2E3 | actives 0.12% (n = 320,000) | AID 2300 | Q9Y5X4 | GST-NR2E3/biotin-RetCOR TR-FRET, 1536-well | inhibition of corepressor binding, % at 4.78 µM;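 active means percent inhibition above the cutoff of mean plus 3 SD of all tested compounds, set per screening campaign, cut at about 20% in these data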;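 further: 0% = DMSO wells and 100% = biotin wells as full block of FRET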
#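 Test system: GST-NR2E3 and biotin-RetCOR proteins | Quantity: 1.35 nM GST-tagged NR2E3 final | Medium: Tris pH 7.5 | Also added: 7 nM biotin-RetCOR | Dosing: Compound at 4.8 µM, single dose | Timing: 5 h at 4 °C | Detection: Time-resolved FRET | Read-out basis: Percent inhibition | Benchmarks: Biotin wells as high control, 0.6% DMSO wells as low control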
# TWEAK-Fn14 inh: TWEAK-Fn14 signaling inhibition; TWEAK-stimulated Fn14 reporter cells, luciferase luminescence, 8 h; inhibition, % at 10 µM; actives 2% (n = 360,000); AID 1159606; in the data active means inhibition above about 50%
# C8 TRAIL sens: sensitizes caspase-8 expressing cells to TRAIL. AID 624354. actives 1% (n = 360,000). inhibition (viability loss, TRAIL sensitization), % at 10 µM. NB7+C8 cells + TRAIL, ATPlite viability luminescence;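 active means compounds causing at least 50% loss of cell viability in the single-dose screen, relative to plate controls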
# Peg3 prom inh: Peg3 promoter activity inhibition; AID 588405; HeLa PEG-Prom luciferase reporter, luminescence, overnight; inhibition, % at 20 µM; actives 1.7% (n = 360,000);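 active means inhibition of at least 50% at 20 µM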
# CF NFkB block: blocks PAF-induced NF-kB reporter in cystic fibrosis cells; KKLEB NF-kB-GFP reporter, GFP fluorescence overnight; inhibition, % at 5 µM; actives 0.86% (n = 360,000); AID 588850;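 active means at least 50% inhibition at 5 µM, scaled per plate between neutral and stimulator controls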;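 further: PAF is a Pseudomonas aeruginosa culture filtrate used as stimulus; plate controls were PAF-stimulated DMSO wells for no effect and unstimulated DMSO wells for full effect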
# Shn3 3UTR inh: inhibitors of Schnurri-3 3'UTR reporter in osteoblasts; inhibition, % at 12.5 µM; Clone20 osteoblast Shn3 3'UTR firefly luciferase, 24 h; AID 588674; actives 0.52% (n = 360,000);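 active means mean inhibition of at least 75% with every replicate also reaching 75%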;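 further: 0% = median of neutral control wells and 100% = pilot-screen positive control compound; some compounds past the cut are filed as inactive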
# KKLEB cytotox: counter-screen for CF NF-kB inhibitors: cytotoxicity. KKLEB CF airway cells viability, ATPlite luminescence, overnight; stronger effect = lower value; cells stimulated with P. aeruginosa culture filtrate. activity change (cytotoxicity), % at 5 µM. actives 0.36% (n = 360,000). AID 602141;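 active means corrected activity change at or below -50% at 5 µM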
# HIF-2a block: blocks HIF-2a reporter activity; actives 0.72% (n = 360,000); 786-0 RCC cells HIF-2a reporter, luciferase luminescence, overnight; inhibition, % at 18.8 µM;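 active means inhibition of the luminescence signal of 40% or more relative to plate controls, in a single-dose primary screen at 18.75 µM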
# MITF TRPM1 inh: inhibitors of MITF-driven TRPM1 promoter in melanoma cells | SK-MEL-5 TRPM1 promoter luciferase, 24 h | inhibition, % at 12.5 µM | actives 0.83% (n = 330,000) | AID 488899;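 active means mean inhibition across replicates of 60% or more, whatever share of single replicates reaches that level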; further: values of inactives mirror those of a sister screen read the other way
# Starred values were filed as active, the others as inactive; . = not tested or not shown.
# Fields: NR2E3 ag-1	TROY NFkB inh	NR2E3 ag-2	TWEAK-Fn14 inh	C8 TRAIL sens	Peg3 prom inh	CF NFkB block	Shn3 3UTR inh	KKLEB cytotox	HIF-2a block	MITF TRPM1 inh
Cc1ccc(OCc2cc(C(=O)N(C)Cc3cc(C4CC4)n[nH]3)no2)cc1C
→ -16	-48	1	11	-13	-47	23	-6	-4	-73	3
C=C(C)C1CC=C(C)/C(=N/NC(=O)c2ccoc2C)C1 (stereo not drawn)
→ -119	-51	0	-29	1	-66	6	-51	-3	-72	-27
CSc1ccc(NC(=O)NCCN2CCc3ccccc3C2)cc1
→ 6	-24	1	-26	9	-23	-7	13	-6	-49	-12
O=C1c2ccccc2C(=O)c2c1cccc2N1CCN(Cc2ccccc2)CC1
→ -9	11	1	40	12	4	11	15	-21	-38	-4
COc1ccc(-c2nnc(SCc3ccc(C(=O)O)cc3)o2)cc1OC
→ -33	13	-2	-13	-6	7	4	-9	7	21	9
COc1ccc(-n2nc(C(=O)NCC(=O)NCC3CCCO3)c3ccccc3c2=O)c(OC)c1 (stereo not drawn)
→ -12	0	0	-3	-3	0	10	-16	-3	13	7
O=C(c1cc(COc2ccc(F)cc2F)on1)N1CCN(C(=O)c2ccco2)CC1
→ -6	10	2	0	11	19	-5	37	2	12	8
COc1cc(NC(=O)c2ccccc2F)c(OC)cc1NC(=O)CN1CCOCC1
→ 3	-20	3	-7	-3	-120	-18	-33	8	-43	-24
CC(C)c1ccccc1-n1c(SCc2cc(=O)oc3ccc4ccccc4c23)nnc1-c1cccnc1
→ -8	0	2	34	11	42	-1	20	3	18	2
Cc1cc(C)n2nc(SCC(=O)c3cc(C)n(-c4cc(C)on4)c3C)nc2n1
→ 92*	0	2	8	6	-92	-1	82	8	18	12
CSc1ccc(NC(=O)C2(C)CCN2C(=O)Cc2ccc(C(C)(C)C)cc2)cc1 (stereo not drawn)
→ 15	19	.	34	28	-4	7	-3	-11	2	.
Cc1nc(-c2ccc([N+](=O)[O-])cc2)c(-c2ccccc2)o1
→ -9	18	0	-10	4	11	14	9	-28	8	4
CC1(C(=O)NS(=O)(=O)c2cccc(C#N)c2)CCN1C(=O)Cc1ccc(-c2ccccc2)cc1 (stereo not drawn)
→ -1	6	.	-3	-2	-1	2	-8	4	7	.
O/N=C1\CCC\C1=C/c1ccco1
→ -21	-5	-1	-7	3	-17	19	-15	-4	-10	-11
CCCOc1ccc(C(=O)Nc2ccc(S(=O)(=O)N3C[C@@H]4C[C@@H](C3)c3cccc(=O)n3C4)cc2)cc1
→ 4	0	-1	-45	13	2	4	-1	6	15	-1
CCn1cc(Br)c(C(=O)NN)n1
→ -39	42	1	-6	4	9	2	-18	6	-5	14
COc1ccccc1N1CCN(CCNC(=O)Nc2cccc(C)c2C)CC1
→ -8	-2	-1	7	12	26	6	11	1	14	-7
Cc1ccc(OCCn2ccnc2)c([N+](=O)[O-])c1
→ -14	-11	-2	-2	-9	16	4	9	2	9	8
COc1ccc(C(=O)N2CCCC(N3CCN(c4ccccc4OC)CC3)C2)c(OC)n1 (stereo not drawn)
→ 9	9	-2	-13	-6	4	20	9	-6	-4	5
COc1cccc(CNC(=O)COc2cccc3c2OC(C)(C)C3)c1
→ -1	-16	4	7	-8	18	5	12	-16	9	-1
CC(=O)Nc1cc(-c2cccc(C)c2)cn2c(-c3ccc(S(C)(=O)=O)cc3)cnc12
→ -31	-19	.	7	1	20	-15	-13	7	-3	.
COc1ccc(C(=O)c2no[n+]([O-])c2C(=O)c2ccc(OC)cc2)cc1
→ -21	-13	-3	24	93*	66*	90*	56	-80*	65*	54
COCCN(C(=O)c1csnn1)C(C(=O)NC(C)(C)C)c1cccc(OC)c1 (stereo not drawn)
→ 5	0	-2	-4	1	7	-10	-13	-11	3	13
CCOc1ccccc1OCC(=O)Nc1cccc(S(=O)(=O)N2CCCCCC2)c1
→ 15	2	-1	2	0	30	-19	0	1	7	-2
COc1ccc(S(=O)(=O)Nc2ccc(NC(C)=O)cc2)cc1
→ -24	-17	5	7	10	-6	4	10	0	9	7
O=C(CCc1nc2ccccc2c(=O)[nH]1)N1CCN(S(=O)(=O)c2ccc(F)cc2)CC1
→ -15	7	-1	-2	-2	0	-3	-20	6	11	6
O=C(c1ccco1)N1CCN(C(c2cccs2)c2sc3ncnn3c2O)CC1 (stereo not drawn)
→ -16	5	3	5	-13	9	0	-16	-6	4	.
O=C(Cc1ccc(Cl)cc1Cl)OCC(=O)N1CCN(C(=O)c2ccco2)CC1
→ -12	21	1	6	-1	2	11	9	-15	10	2
CCOc1cc(/C=N/n2cnnc2)ccc1OS(=O)(=O)c1ccccc1
→ 4	-8	-4	-6	28	20	-19	6	6	5	-19
CCN(CC)S(=O)(=O)c1ccc2c(c1)CC(C(=O)N1CCCC1)N2C(C)=O (stereo not drawn)
→ -6	8	-4	4	1	18	-15	4	3	12	.

# Profiles, looked up by structure:
# `CSc1ccc(NC(=O)C2(C)CCN2C(=O)Cc2ccc(C(C)(C)C)cc2)cc1` (stereo not drawn) as listed: NR2E3 ag-1: 15; TROY NFkB inh: 19; NR2E3 ag-2: .; TWEAK-Fn14 inh: 34; C8 TRAIL sens: 28; Peg3 prom inh: -4; CF NFkB block: 7; Shn3 3UTR inh: -3; KKLEB cytotox: -11; HIF-2a block: 2; MITF TRPM1 inh: .
# `CSc1ccc(NC(=O)NCCN2CCc3ccccc3C2)cc1` as listed: NR2E3 ag-1: 6; TROY NFkB inh: -24; NR2E3 ag-2: 1; TWEAK-Fn14 inh: -26; C8 TRAIL sens: 9; Peg3 prom inh: -23; CF NFkB block: -7; Shn3 3UTR inh: 13; KKLEB cytotox: -6; HIF-2a block: -49; MITF TRPM1 inh: -12
# `COc1cc(NC(=O)c2ccccc2F)c(OC)cc1NC(=O)CN1CCOCC1` as listed: NR2E3 ag-1: 3; TROY NFkB inh: -20; NR2E3 ag-2: 3; TWEAK-Fn14 inh: -7; C8 TRAIL sens: -3; Peg3 prom inh: -120; CF NFkB block: -18; Shn3 3UTR inh: -33; KKLEB cytotox: 8; HIF-2a block: -43; MITF TRPM1 inh: -24

# Later entries.
# Fields: NR2E3 ag-1	TROY NFkB inh	NR2E3 ag-2	TWEAK-Fn14 inh	C8 TRAIL sens	Peg3 prom inh	CF NFkB block	Shn3 3UTR inh	KKLEB cytotox	HIF-2a block	MITF TRPM1 inh
COc1ccc(C(=O)Nc2ccccc2)cc1S(=O)(=O)Nc1cc(C)on1
→ 1	5	-1	-18	-5	4	2	0	0	19	1
Cc1ccc(S(=O)(=O)NCCOCCNS(=O)(=O)c2ccc(C)cc2)cc1
→ -8	-38	-5	7	4	-235	1	47	8	-245	4
O=C(NCCC(=O)N(Cc1ccco1)Cc1cccs1)c1ccc(Br)cc1
→ -20	-1	0	5	8	3	19	1	-35	10	1
CCC(=O)Nc1nnc(C)s1
→ -18	.	.	58*	-10	8	-6	-8	12	0	3
C[C@H]1C(c2ccc(F)cc2)=NN(c2ccccc2)[C@@H]1CO
→ -22	3	.	15	-8	-9	-8	-13	6	6	10
CC(OC(=O)CCCN=C1NS(=O)(=O)c2ccccc21)C(=O)NC1CCCCC1C (stereo not drawn)
→ 16	-5	-5	-21	-15	2	7	-11	-5	1	-11
O=C(CN1C(=O)CCS(=O)(=O)c2ccccc21)NCCc1ccccc1
→ -7	4	-2	2	-1	22	3	5	0	1	-10
S=C(Nc1ccc2nsnc2c1)N1CCCCC1
→ -97	-76	1	-32	14	-276	-6	-45	10	-218	-55
CC(/C=C/C(=O)c1ccc(C)cc1)=C\c1ccccc1
→ -14	-47	1	-24	14	-158	8	-24	-3	-68	1
CCCCn1c(N)c(N(CC(C)C)C(=O)c2cccc(S(=O)(=O)N3CCN(C)CC3)c2)c(=O)[nH]c1=O
→ 6	-6	1	3	0	-17	-21	-15	2	2	10
COc1ccc(NC(=O)C(NS(=O)(=O)c2ccc3c(c2)CCCN3C(C)=O)C(C)C)c(OC)c1 (stereo not drawn)
→ -21	3	-1	11	-2	8	4	1	-2	8	10
COC(=O)c1ccc(CC2(C)C(=O)Nc3ccc(OC(F)(F)F)cc32)o1 (stereo not drawn)
→ 7	2	.	7	-20	10	18	-23	2	20	.
O=C1c2ccccc2NC2(CCCC2)N1N=C1CCCC1
→ -34	-40	3	-18	-6	-19	5	-7	2	5	5
Cc1ccc(SCCSc2ncccn2)cc1
→ -117	-11	1	15	6	-322	5	-115	-7	-275	-73
Cn1c(COc2ccc(Cl)cc2)nnc1SCC(=O)NC1CCCCC1
→ 18	-2	-1	-4	-14	-3	10	12	-4	4	5
CC(C)C1Nc2ccc(S(=O)(=O)N3CCOCC3)cc2NC1=O (stereo not drawn)
→ -10	7	3	-16	0	14	6	-32	-21	8	-1
CC(=O)Oc1cc(C)cc2oc(=O)cc(-c3ccccc3)c12
→ -11	15	4	-5	-13	4	-4	13	-3	-21	6
Cc1[nH]n2c(=O)c3c(nc2c1-c1cccc2ccccc12)CCC3
→ -1	21	8	9	-6	22	-3	-6	0	2	2
Cc1ccc(CNC(=O)C2COc3ccccc3O2)cc1 (stereo not drawn)
→ -62	-54	0	-3	0	-109	2	-21	-2	-146	-18
Nc1nc(SCC(=O)c2cccs2)n[nH]1
→ 3	-16	-3	-23	1	-10	-7	10	3	-4	7
N#CC1(Nc2ccc(Br)cc2)CCCC1
→ -15	4	.	5	15	-4	10	9	-14	8	3
Cc1ccsc1/C=N/N1CCN(C2c3ccccc3-c3ccccc32)CC1
→ -3	-1	2	17	3	14	9	4	-8	10	-4

# These rows are one share of the data; the hit share may differ from the screen's.
